Compound activity as filed in PubChem BioAssay.
Pf gamet viab = late stage P. falciparum gametocyte viability inhibitors, primary screen, ATP luminescence, HTS. P. falciparum stage V gametocytes, 24 h. inhibition, % at 10.9 µM. 150,000 compounds, 0.065% hits. AID 743093, 2013;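 active = inhibition above the mean plus 3 SD of compounds within the control limits, set per campaign, cut at about 38% in these data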;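 also: 0% = DMSO wells and 100% = medium only without gametocytes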
Mcl1 Noxa PPI = Mcl-1/Noxa binding inhibitors, primary screen, biochemical, TR-FRET, 1536-well; Induced myeloid leukemia cell differentiation protein Mcl-1 (Homo sapiens), Q07820; TR-FRET Mcl-1/Noxa peptide binding, 2 h; inhibition, % at 21.7 µM; 220,000 compounds, 1.5% hits;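 active = compounds that cut the protein-peptide binding signal by more than 50% relative to plate controls in a single-dose test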;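 also: His-tagged Mcl-1 with rhodamine Noxa BH3 peptide and terbium anti-His antibody; 0% = Mcl-1 plus Noxa peptide wells and 100% = peptide-only wells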
Target sequence (Q07820 whole entry, looked up): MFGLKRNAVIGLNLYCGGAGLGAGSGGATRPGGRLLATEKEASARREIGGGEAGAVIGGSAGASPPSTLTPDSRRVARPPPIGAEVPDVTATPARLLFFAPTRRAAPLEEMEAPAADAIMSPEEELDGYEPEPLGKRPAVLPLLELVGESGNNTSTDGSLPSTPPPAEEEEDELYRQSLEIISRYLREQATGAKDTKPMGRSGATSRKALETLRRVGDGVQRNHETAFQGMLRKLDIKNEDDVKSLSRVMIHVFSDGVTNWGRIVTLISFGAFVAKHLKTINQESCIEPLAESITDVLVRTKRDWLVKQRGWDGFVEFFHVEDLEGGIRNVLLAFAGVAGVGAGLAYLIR
Rac1 wt GTP bind = wildtype Rac1 GTP binding modulators, primary screen, biochemical, GST-Rac1 beads, flow cytometry, multiplex; AID 757, 2007; GTP binding activity (% of control), % at 10 µM; fluorescent GTP binding; actives lie on both sides; 0 = cold GTP competed, 100 = untreated; 190,000 compounds, 0.27% hits;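 active = GTP binding activity at least 20 points away from the 100% control level, either lower or higher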
Mcl1-Bid inh = Mcl-1/Bid binding inhibitors, primary screen, biochemical, TR-FRET, 1536-well; Induced myeloid leukemia cell differentiation protein Mcl-1 (Homo sapiens), Q07820; TR-FRET Mcl-1/Bid-Dy647 peptide binding; inhibition, % at 21.7 µM; 220,000 compounds, 0.97% hits; AID 1021, 2008;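 active = compounds that cut the binding signal by more than half at the single screening dose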;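 also: His-tagged Mcl-1 with europium anti-His antibody binding Bid BH3 peptide; 0% = Mcl-1 plus peptide wells and 100% = peptide-only wells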
Bim-Mcl-1 = inhibitors of Bim peptide binding to Mcl-1, primary screen, biochemical, bead-based flow cytometry, multiplex; AID 1009, 2008; inhibition, % at 10 µM; 190,000 compounds, 0.1% hits; Bim peptide-Mcl-1 binding; in the data active = inhibition above about 40%;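 also: 0% = no compound tracer wells and 100% = peptide blocker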
Avidin bead fluor = green autofluorescence of compounds with avidin beads – biophysical, 488/530 nm, flow cytometry, artefact control, profiling panel; compound fluorescence 488/530 nm; stronger effect = higher value; fluorescence (KMESF) at 10 µM; 220,000 compounds, 0.38% hits; in the data active = fluorescence above about 47; also: inactives centre near 10
Rab2 wt GTP = modulators of GTP binding to Rab2A wildtype, primary screen, biochemical, dog, bead-based flow cytometry, multiplex | Ras-related protein Rab-2A (Canis lupus familiaris), P61105 | GST-Rab2 wt beads, Bodipy-GTP binding | GTP binding activity, % at 10 µM | 190,000 compounds, 0.19% hits;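 active = GTP binding activity at least 20 points away from 100%, either lowered or raised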;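 also: 0% = beads with excess unlabeled GTP and 100% = no-compound control corrected for plate trend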
Rab7 wt modul = modulators of GTP binding to Rab7, primary screen, biochemical, wildtype, multiplex bead flow cytometry | AID 758, 2007 | 190,000 compounds, 0.055% hits | Rab7 GTPase wild type (dog), Bodipy-FL-GTP binding | GST-Rab7 beads, fluorescent GTP binding; actives lie on both sides; untreated = 100%, excess cold GTP = 0% | GTP binding activity (percent of control), % at 10 µM;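 active = fluorescent GTP binding to Rab7 beads changed by at least 20 points from the 100% baseline, either direction, mostly lower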;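 also: median green fluorescence of bound Bodipy-FL-GTP per Rab7 bead population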
HRas wt GTP bind = modulators of GTP binding to HRas wildtype, primary screen, biochemical, bead-based flow cytometry, multiplex; GTP binding activity, % at 10 µM; AID 759, 2007; GST-Ras wt beads, Bodipy-FL-GTP binding; actives lie on both sides; GTPase HRas (Homo sapiens), P01112; 190,000 compounds, 0.14% hits;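 active = GTP binding activity at least 20% away from the 100% baseline, either lowered as inhibitor or raised as activator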;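 also: 0% = unlabeled GTP competition control and 100% = no-compound control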
Target sequence (P01112 whole entry, looked up): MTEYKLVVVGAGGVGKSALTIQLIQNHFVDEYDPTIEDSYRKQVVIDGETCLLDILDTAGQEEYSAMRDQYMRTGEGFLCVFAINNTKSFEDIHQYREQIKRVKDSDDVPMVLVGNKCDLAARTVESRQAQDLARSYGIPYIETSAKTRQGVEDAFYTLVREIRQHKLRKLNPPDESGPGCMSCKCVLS
Cdc42 wt GTP = modulators of GTP binding to wildtype Cdc42, primary screen, biochemical, multiplex bead flow cytometry, Bodipy-GTP; Cell division control protein 42 homolog (Homo sapiens), P60953; GST-Cdc42 beads; actives lie on both sides; percent activity (GTP binding), % at 10 µM; 190,000 compounds, 0.2% hits;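 active = percent activity GTP binding at least 20 points away from the 100% baseline, either down as inhibitor or up as activator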;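 also: median bead fluorescence of bound Bodipy-FL-GTP at 100 nM; 0% = excess unlabeled GTP control and 100% = no compound control; below 100% means less GTP binding so inhibitor and above means activator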
Target sequence (P60953 whole entry, looked up): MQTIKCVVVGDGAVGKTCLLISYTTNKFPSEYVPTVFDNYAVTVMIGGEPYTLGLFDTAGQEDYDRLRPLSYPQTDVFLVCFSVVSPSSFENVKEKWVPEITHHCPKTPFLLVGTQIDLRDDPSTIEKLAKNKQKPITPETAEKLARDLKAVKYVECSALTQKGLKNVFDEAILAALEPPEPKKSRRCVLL
Rac1 mut GTP = GTP binding modulators of activated mutant Rac1, primary screen, biochemical, bead-based flow cytometry, multiplex, fluorescent GTP; Ras-related C3 botulinum toxin substrate 1 (Homo sapiens), P63000; GST-Rac1 activated beads; actives lie on both sides; 100% means binding = to untreated wells; percent activity (GTP binding), % at 10 µM; 190,000 compounds, 0.11% hits; AID 764, 2007;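 active = GTP binding at least 20 percentage points away from the 100% baseline, in either direction, so actives lie on both sides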
* hit, by the source's call; x = no result given.

molecule	HRas wt GTP bind	Bim-Mcl-1	Mcl1-Bid inh	Cdc42 wt GTP	Mcl1 Noxa PPI	Rab2 wt GTP	Avidin bead fluor	Rac1 wt GTP bind	Rac1 mut GTP	Pf gamet viab	Rab7 wt modul
COc1ccc2cc3cc(C(=O)NCc4ccco4)oc3nc2c1	96	-2	-6	97	40	98	38	95	99	x	94
CN1CCN(C(=O)C2=C[C@@H](C3CCCCC3)C[C@@H](OCCCCO)O2)CC1	93	-3	0	94	-12	92	6	96	92	12	93
C/C(N)=C(/C#N)C(=O)CSc1nc2ccccc2c(=O)n1-c1ccc(C)cc1	99	-4	-11	97	-28	98	12	100	98	x	99
O=C(NCc1n[nH]c(=S)n1-c1ccccc1)c1ccco1	100	-4	-16	103	4	100	36	104	98	x	100
Cc1cc(=O)oc(C)c1C(=O)Nc1cnc2ccccc2c1	98	1	-16	100	23	98	3	103	99	x	99
Cc1ncsc1C(=O)N1N=C2/C(=C/c3ccccc3)CCCC2C1c1ccccc1 (centres undefined)	98	-1	-16	94	-4	99	16	97	96	x	101
COc1cc2nc(CN(C)Cc3ccc(OC)c(OC)c3OC)[nH]c(=O)c2cc1OC	92	3	-16	94	-11	96	9	94	97	12	90
CCC1CCCCN1S(=O)(=O)Cc1ccccc1Cl (centres undefined)	97	0	-30	95	17	96	12	95	96	-15	96
Nc1ccc(Br)cc1-c1nc2ccccc2[nH]c1=O	96	0	-20	95	-10	97	9	99	96	14	101
C=CCOc1cccc(CNn2nnnc2N)c1	98	-2	-25	96	-22	99	2	96	94	2	101
COc1ccc(C)cc1NC(=O)C(C)N(c1ccc(C)cc1)S(C)(=O)=O (centres undefined)	102	-1	-17	102	-7	103	40	103	100	x	104
O=C(NNc1ccc(C2CCCCC2)cc1)C(O)(c1ccccc1)c1cccs1 (centres undefined)	99	0	-28	101	-6	99	9	103	103	x	98
CC(=O)Nc1cc(-c2ccccc2)ccc1O	105	0	-25	106	31	107	10	103	102	6	104
O=C(CN1CCN(S(=O)(=O)/C=C/c2ccccc2)CC1)NC(=O)NCc1ccco1	100	-2	-21	103	18	99	9	100	97	x	97
C=CCn1c(SCC(=O)c2ccccc2)nnc1-c1ccc2c(c1)OCO2	98	5	-19	99	14	96	6	99	97	x	96
O=C1CCCc2c1cc(C(=O)NC1CCSC1=O)c(=O)n2-c1ccccc1 (centres undefined)	102	-1	-2	101	12	101	8	110	102	x	101
CC(=O)c1sc(N/N=C/c2ccc(C(C)C)cc2)nc1C	99	0	-23	95	23	98	24	100	99	3	105
CCn1c(COc2ccccc2C)nnc1SCC(=O)Nc1cc(C)on1	100	-1	-9	99	15	98	18	96	95	-5	98
O=C(Cn1ccc(C(F)(F)F)n1)N=Nc1c(O)[nH]c2ccc(Br)cc12	96	0	-1	97	7	96	6	99	95	17	102
COc1ccc(N(CC(=O)N2CCc3ccccc32)S(=O)(=O)c2c(C)noc2C)cc1	98	0	-16	96	17	97	7	97	97	x	99
Cn1nc(C(=O)N2CCCC2)c2ccccc2c1=O	107	-4	-16	109	20	108	8	106	104	2	101
O=C(CSc1nnc(NC(=O)c2ccco2)s1)Nc1ccccc1F	102	-2	-21	100	-6	100	9	104	97	-5	103
CC(C)c1ccc(/C=C/C(=O)NCc2ccc(S(N)(=O)=O)cc2)cc1	100	-2	-29	99	5	105	12	98	98	x	107
CC(C)(C)C(=O)Nc1cccc(-c2nnc(-c3cccc(NC(=O)C(C)(C)C)c3)o2)c1	97	-1	-11	95	20	96	4	103	98	x	96
COc1cccc2cc(C(=O)NCC3CCCO3)c(=O)oc12 (centres undefined)	96	11	-4	95	12	97	9	94	93	1	95
COc1ccc(-c2cc(C(F)(F)F)nc(NC3CCCC3)n2)cc1OC	103	-1	5	104	6	103	10	110	99	x	102
Cc1cnc(NC(=O)c2ccc3c(c2)C(=O)N(Cc2ccco2)C3=O)s1	98	0	-25	96	-6	96	12	98	97	x	100
CCOC(=O)CC1C(=O)NCCN1C(=O)c1cccc(C(F)(F)F)c1 (centres undefined)	101	-3	-3	104	4	101	22	106	99	x	99
O=C(O)c1cccc(S(=O)(=O)N2CCCC2)c1	96	6	-2	91	14	96	9	97	94	x	92
C[C@@H](C(=O)Nc1ccccc1N1CCOCC1)N1C(=O)C2CC=CCC2C1=O (some centres undefined)	103	10	-34	101	16	101	14	103	99	x	98
Cc1ccc(/C=N/NC(=O)CNC(=O)COc2ccccc2)o1	102	-3	-17	106	13	101	14	108	99	x	106
CC(=O)c1cc(NC(=O)c2ccc(Cl)cc2)c(=O)oc1/C=C/N(C)C	100	0	-2	100	3	98	10	101	97	-9	99
Cc1cccc(N(C(=O)Cn2nnc3ccccc32)C(C(=O)NCc2ccco2)c2ccncc2)c1 (centres undefined)	100	-2	-35	101	9	102	8	103	99	12	101
CC(=O)N(Cc1ccco1)c1nc(C(=O)Nc2ccc(Cl)cc2)c(C)s1	100	-5	-1	99	7	99	3	105	101	x	103
CC(=C/C(=O)O)/C=C/c1cccs1	105	-1	-63	103	-17	103	7	102	100	x	98
Fc1cccc(/C=N/Nc2nc3ccccc3[nH]2)c1	96	0	-93	96	14	97	9	94	93	4	91
CC(C(=O)Nc1sc2c(c1C#N)CCCCC2)N1C(=O)c2ccccc2C1=O (centres undefined)	98	-6	-19	94	6	97	14	98	98	13	98
Cn1nnnc1SCC1=C(C(=O)O)N2C(=O)[C@@H](NC(=O)[C@H](O)c3ccccc3)[C@H]2SC1	95	-4	-57	95	51*	92	x	96	91	x	97
CCOC(=O)CCCCC(=O)c1[nH]c(=O)[nH]c1CSc1nc(C)cc(=O)[nH]1	100	-2	-19	101	13	101	11	103	98	-24	102
COC(=O)C(C)Sc1nnc2n(-c3cccc(C)c3)c(=O)c3c4c(sc3n12)CCCC4 (centres undefined)	103	-4	2	105	5	100	27	104	99	x	98
CCNc1nc(NC(C)(C)C)nc(SCC(N)=O)n1	98	0	0	100	16	100	9	101	96	-11	101
CSCCC(N=C(NS(=O)(=O)c1ccc(Br)cc1)c1ccccc1)C(=O)O (centres undefined)	94	0	-37	93	4	95	25	96	93	-17	99
NC(=O)CSc1nnc(-c2ccc(S(=O)(=O)N3CCCCC3)cc2)n1-c1ccccc1	97	-3	-33	99	1	97	11	99	98	x	92
CCOc1ccc2[nH]c(=O)c(CN(CCO)C(=O)c3ccc(F)cc3)cc2c1	94	-2	11	98	-5	94	34	96	94	x	94
C/C(=N\N(Cc1ccccc1)c1ccccc1)c1ccncc1	96	-1	-6	96	23	97	9	98	97	-17	106
CC(C)(C)NC(=O)C(c1ccncc1)N(Cc1ccc(F)cc1)C(=O)c1ccc(-c2ccccc2)[nH]1 (centres undefined)	93	0	2	87	5	92	x	93	89	9	100
CCN(CC(=O)Nc1c(C(=O)OC)[nH]c2ccc(Cl)cc12)c1ccc2c(c1)OCO2	101	6	59*	105	43	100	8	102	100	x	100
COC(=O)c1ccccc1NC(=O)NCc1ccccc1	98	0	16	97	20	99	10	99	97	-11	101
CCOC(=O)c1cc(OCC(=O)NC(C)C(C)C)cc(C(=O)OCC)c1 (centres undefined)	104	-1	-22	106	24	102	-3	104	99	-4	99
CC1=NN(c2nc(-c3ccc(Cl)cc3)cs2)C(=O)C1	99	-6	-131	99	-58	96	26	101	96	x	100
Cc1cc(C)nc(Sc2ncnc3sc4c(c23)CCC4)n1	100	-1	-12	103	16	98	22	103	94	-9	95
O=C(Nc1ccccc1Cl)N1CCN(c2ccc3nncn3n2)CC1	98	-4	-19	99	-5	101	4	99	98	x	98
O=C(CN(Cc1ccco1)C(=O)c1ccc(Cl)cc1)Nc1ccc(Cl)c(Cl)c1	97	-1	-28	97	16	97	13	99	94	x	101
O=C(O)/C(=C/c1ccco1)NC(=O)c1ccccc1	99	-1	-29	101	24	99	12	99	99	x	98
Cc1nc2ccc(NC(=S)NCCCO)cc2nc1C	103	0	-47	98	29	102	10	100	98	8	107
COC(C(=O)Nc1ccc(C(N)=O)cc1)c1ccccc1 (centres undefined)	102	-4	-17	98	4	100	13	99	95	-1	105

The results go on.
molecule	HRas wt GTP bind	Bim-Mcl-1	Mcl1-Bid inh	Cdc42 wt GTP	Mcl1 Noxa PPI	Rab2 wt GTP	Avidin bead fluor	Rac1 wt GTP bind	Rac1 mut GTP	Pf gamet viab	Rab7 wt modul
COC(=O)c1ccc(C(=O)OC)c(NC(=O)CN2CCN(c3ccccc3)CC2)c1	97	0	-11	97	2	95	23	99	98	0	97
Cc1c(N(C)C(=O)C23CC4CC(CC(C4)C2)C3)c(=O)n(-c2ccccc2)n1C	99	0	-5	100	7	99	9	100	100	11	99
O=C(Nc1ccccn1)c1cccnc1	102	-3	-11	105	-2	102	17	105	101	x	98
Cc1cccc(C)c1OCC(=O)Nc1nnc(C2CCCO2)s1 (centres undefined)	103	3	-13	102	4	101	17	104	101	-21	98
COC(=O)c1sccc1NC(=O)c1ccc(Br)s1	100	3	-34	103	5	98	6	104	102	-9	96
O=C(NC(=S)NCc1ccccc1)c1ccccc1[N+](=O)[O-]	96	-3	-12	97	16	98	11	98	96	4	95
Cc1cc(NC(=O)CCCOc2ccc(Cl)cc2Cl)no1	96	3	-3	98	-9	95	5	95	94	x	95
COc1ccc2c(c1OC)C(=O)OC2Nc1ccccn1 (centres undefined)	99	-3	-12	102	4	100	13	103	102	x	98
CC(C)(C)c1ccc(C(=O)N2CCCN(C(=O)c3ccc(C(C)(C)C)cc3)CC2)cc1	104	-2	-7	95	18	100	15	110	104	-8	101
CCN(C(=O)Nc1ccccc1)c1ccccc1	101	-5	5	104	0	99	8	104	100	-21	100
O=C1C2CCCN2C(=O)N1CCN1CCN(c2ccccc2)CC1 (centres undefined)	102	-2	-35	104	17	101	10	106	99	11	100
O=C(OC(C(=O)NC1CCCC1)c1ccccc1F)c1ccco1 (centres undefined)	101	-1	-15	105	12	101	10	106	97	-16	104
